# Assay outcomes as filed in PubChem BioAssay.
# Integrin act MD: activates integrin-mediated alleviation for muscular dystrophy; alpha7betagal myoblasts, beta-gal FDG fluorescence, 48 h; Potency, µM (series often up to 38.3 µM), for inactives: at the highest dose activation, actives largely listed as activators; hit rate 0.064% among 350,000; AID 624291;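 also: potency is read from the fitted curve at half-maximal effect; 100% = response of the positive control SU9516; nearly all actives have a fitted effect of over 60% in size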
#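 Alpha7betagal+/- myoblasts (passage 13) were plated 16-24 hr, then exposed to compounds (1:260 dilution of DMSO stock) for 48 hours at 37C. After MPER lysis, β-galactosidase reporter activity was read as FDG fluorescence (ex 480/em 540) after 30 minutes.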
# PKM2 act: increases activity of human pyruvate kinase M2; hit rate 0.34% among 260,000; AID 1631; Potency, µM (top dose mostly 57.5 µM), for inactives: at the top dose activation, actives largely listed as activators; P14618; purified PKM2, Kinase-Glo ATP luminescence, activation; response scale: 0% is enzyme alone, no compound; also: potency is read from the fitted curve at half-maximal effect; % is scaled to controls: 0 for no effect and ±100 for the full control effect; nearly all actives have a fitted effect of over 55% in size
# Target sequence (P14618 whole entry, looked up): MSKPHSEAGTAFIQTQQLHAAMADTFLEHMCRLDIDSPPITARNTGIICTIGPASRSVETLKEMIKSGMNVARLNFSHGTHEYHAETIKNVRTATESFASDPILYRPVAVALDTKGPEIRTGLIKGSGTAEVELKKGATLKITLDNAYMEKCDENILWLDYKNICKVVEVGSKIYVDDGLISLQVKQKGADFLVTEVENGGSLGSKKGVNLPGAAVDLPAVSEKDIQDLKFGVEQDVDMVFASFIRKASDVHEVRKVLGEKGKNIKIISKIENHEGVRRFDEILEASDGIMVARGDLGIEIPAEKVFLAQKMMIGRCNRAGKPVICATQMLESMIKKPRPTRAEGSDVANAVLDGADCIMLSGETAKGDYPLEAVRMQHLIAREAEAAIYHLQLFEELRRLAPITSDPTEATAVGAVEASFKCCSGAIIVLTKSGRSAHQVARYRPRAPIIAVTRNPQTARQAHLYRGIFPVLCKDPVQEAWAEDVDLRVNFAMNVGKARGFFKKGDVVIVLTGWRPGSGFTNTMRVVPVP
#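 hPK-M2, >95% pure; 0.1 mM ADP / 0.5 mM PEP final; imidazole pH7.2 buffer w/ 7 mM MgCl2, 50 mM KCl; 1 h RT; Kinase-Glo lum. Intermediate enzyme activity for dual inhibitor/activator qHTS.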
# FBPA coupling cs: inhibits coupling enzyme system, counter-screen for aldolase hits; coupling enzyme system counterscreen, AmpLite Red fluorescence; activity change, negative = inhibition, % at 58.2 µM, hits read low; hit rate 0.67% among 290,000; AID 2472; in the data active = activity change below about -30%; also: % is scaled to controls: 0 for no effect and ±100 for the full control effect
#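 Fluorescence at 525 nm excitation and 598 nm emission measured inhibition of the coupled detection system without aldolase. Compounds (at 57.5 uM final) were preincubated 10 min at room temperature with coupling enzyme reagent before a 20 min substrate/AmpLite Red step.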
# ASM inhibitor: inhibitors of human secretory acid sphingomyelinase | P17405 | placental ASM, HMU-PC fluorogenic substrate, 60 min | Potency, µM (top dose mostly 57.5 µM), for inactives: at the highest dose activity change, negative = inhibition, most hits filed as inhibitors | hit rate 0.006% among 340,000; also: potency is read from the fitted curve at half-maximal effect
#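 HMU-PC0 cleavage (9 uM final) by human placental ASM, 60 min at 37 °C following 10 min compound exposure at RT; stopped at pH 10, fluorescence Ex 386/Em 447 nm.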
# BCR signal inh: chronic active BCR signaling inhibition; ABC-DLBCL IkBa-CBG/CBR reporter, luminescence ratio, 4 h; Potency, µM (series often up to 46.1 µM), without a hit: at the top dose ratio change, negative = lower green/red ratio, most hits filed as inhibitors; hit rate 0.05% among 340,000; AID 493014; active = well fitted inhibition curve with a large enough effect in the signal ratio, with a control signal flat, not every such curve was filed as active; inconclusive = small, poorly fitted or top-dose-only effect, or effect the other way, or a change in a side signal; the % refers to the signal ratio;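 also: potency is read from the fitted curve at half-maximal effect; plate controls were basal doxycycline-induced cells for no effect and cells given 10 µM MG132 for full effect; MG132 reads +100%, hits lower the ratio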
#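 TMD8 human ABC-DLBCL cells with doxycycline-inducible IκBα–green luciferase fusion and unfused red luciferase, in 0.5% FBS medium; compounds up to 46 uM, 4 h at 37C. Green/red luminescence ratio, filter-overlap corrected, fitted to concentration-response curves.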
# Giardia kill: Giardia lamblia killing; hit rate 0.15% among 340,000; AID 540267; Giardia lamblia trophozoite viability; activity change, % at 7.66 µM, hits read low; in the data active = activity change below about -80%; inconclusive = between about -30% and that limit;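 also: parasites exposed to compound for two days anaerobically before the ATP read; % is scaled to controls: 0 for no effect and ±100 for the full control effect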
#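 Media and compound were dispensed first, then trophozoites at 100 cells/well; plates sat 48 hrs at 37 deg C without oxygen before ATP luminescence reagent was added and read after 15-30 min at room temperature.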
# Menin-MLL TR inh: menin-MLL binding inhibition, Texas Red mutant peptide. Menin + Texas Red MLL mutant peptide, fluorescence polarization. Potency, µM (titrated, usually from 61.6 µM), without a hit: top-dose FP activity change, negative = inhibition, hits mostly inhibitors. O00255. hit rate 0.23% among 270,000; active = well fitted inhibition curve with a large enough effect in the polarisation, with a control signal flat, not every such curve was filed as active; inconclusive = small, poorly fitted or top-dose-only effect, or effect the other way, or a change in a side signal; inactive = no such curve, though single readings can be large or run the other way; the % refers to the polarisation; also: potency is read from the fitted curve at half-maximal effect; % of control where 0% means no effect; many of its hits are not listed in these tables
# GALK inhibitor: galactokinase (human) inhibition | Purified GALK, Kinase-Glo residual ATP luminescence | AID 1868 | hit rate 0.007% among 270,000 | Potency, µM (titrated, usually from 57.5 µM), for inactives: at the highest dose activity change, negative = inhibition, hits mostly inhibitors; also: potency is read from the fitted curve at half-maximal effect; % is scaled to controls: 0 for no effect and ±100 for the full control effect
#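 Human GALK (5 nM) with 35 uM ATP and 100 uM galactose in 20 mM HEPES pH 8.0, 5 mM MgCl2, 60 mM NaCl, 1 mM DTT, 0.01% BSA. After 1 h at room temperature, leftover ATP was read by Kinase-Glo Plus luminescence.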
# B2AR arrestin: agonists driving beta-arrestin recruitment to human beta2-adrenergic receptor. beta-arrestin recruitment to beta2AR, cell-based reporter. P07550. hit rate 0.02% among 330,000. Potency, µM (doses to about 46.1 µM), without a hit: at the highest dose activation, usual class: activators;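 also: potency is read from the fitted curve at half-maximal effect; 0% = DMSO controls and full agonism = EC100 isoproterenol or metaproterenol; nearly all actives have a fitted effect of over 65% in size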
# Tb PFK inh: blocks T. brucei phosphofructokinase. O15648. T. brucei PFK, ADP-Glo luminescence. Potency, µM (top dose mostly 57.5 µM), without a hit: at the highest dose activity, negative = inhibition, actives largely listed as inhibitors. hit rate 0.17% among 330,000;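 also: potency is read from the fitted curve at half-maximal effect; 0% = uninhibited 1x PFK enzyme wells and -100% = no-enzyme wells; nearly all actives have a fitted effect of over 60% in size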
# Target sequence (O15648 whole entry, looked up): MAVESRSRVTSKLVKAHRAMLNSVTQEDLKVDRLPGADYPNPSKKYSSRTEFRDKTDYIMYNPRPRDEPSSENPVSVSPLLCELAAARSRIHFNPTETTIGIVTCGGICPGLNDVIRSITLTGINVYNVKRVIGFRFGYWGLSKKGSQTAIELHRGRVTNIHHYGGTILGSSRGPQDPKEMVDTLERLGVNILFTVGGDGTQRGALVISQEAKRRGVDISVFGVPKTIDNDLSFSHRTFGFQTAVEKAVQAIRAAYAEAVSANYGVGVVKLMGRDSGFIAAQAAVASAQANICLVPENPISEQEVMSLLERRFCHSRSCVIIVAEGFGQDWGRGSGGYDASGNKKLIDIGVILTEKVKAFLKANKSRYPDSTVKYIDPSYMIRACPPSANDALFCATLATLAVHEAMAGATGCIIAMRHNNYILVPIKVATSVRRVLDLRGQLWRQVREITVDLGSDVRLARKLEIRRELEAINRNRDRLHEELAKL
#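 Luminescent ADP detection (ADP-Glo, two-step: ATP depletion then ADP-to-ATP conversion for luciferase) reported PFK activity after 45 min room-temperature reaction of 1.25 nM enzyme with 0.5 mM F6P and 0.1 mM ATP at pH 8.0.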
# PTAP TSG101 blk: blocks PTAP/TSG101 interaction to inhibit HIV-1 budding; Q99816; Fluorescence polarization, FITC-PTAP peptide / Tsg101 binding; Potency, µM (series often up to 115 µM), for inactives: top-dose activity change, negative = inhibition, hits mostly inhibitors; 340,000 tested, under 10 active; active = well fitted inhibition curve with a large enough effect in the main read-out, with a control signal flat, not every such curve was filed as active; inconclusive = small, poorly fitted or top-dose-only effect, or effect the other way, or a change in a side signal; inactive = no such curve, though single readings can be large or run the other way; also: potency is read from the fitted curve at half-maximal effect; % of control where 0% means no effect
#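 Fluorescence polarization binding of Tsg101 binding domain (10 uM final) to FITC-labeled PTAP peptide (50 nM final) in HEPES pH 7.5 buffer with NaCl, Tween 20, EDTA, TCEP. Compounds added before peptide; binding 20 min at RT.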
# Active calls of the source: *; ? = inconclusive; . = no result given; [ ] = remark or other dose. Unless noted, calls follow the shape of the dose curve; as a rule, active = well fitted curve in the direction sought with a large enough effect; inconclusive = small, poorly fitted or top-dose-only effect, or another doubt; inactive = no such curve, though single readings can be large; an effect the other way counts as inactive or inconclusive. These rows are one share of the data. The share of hits here may be higher or lower than overall.
SMILES | Integrin act MD | PKM2 act | FBPA coupling cs | ASM inhibitor | BCR signal inh | Giardia kill | Menin-MLL TR inh | GALK inhibitor | B2AR arrestin | Tb PFK inh | PTAP TSG101 blk
COCCn1c(SCC(=O)N2CCC(C)CC2)nc2ccccc2c1=O | -12%[7.66 µM] | -1% | -2 | 3% | 4% | -6 | 1% | 6% | -0.2% | 2% | -4%
COc1cc(CN2CCN(Cc3ccco3)CC2)cc(OC)c1 | -22% | . | 3 | 7% | ? | -2 | ? | -1% | -0.2% | -2% | -6%
COC(=O)c1cccc(N(CC(=O)NC2CCCCC2)C(=O)CNC(=O)c2cccs2)c1 | -33% | 2% | -3 | -1%[11.5 µM] | -18% | 10 | -2% | 5% | 4.0% | 2% | 3%
S=c1[nH]ccn1CCc1ccccc1 | 28% | . | -4 | -3% | 0% | 0 | -22% | . | -0.8% | -12% | -1%
CCOC(=O)C1=C(c2ccccc2)NC(=O)NC1c1cc(OCC)c(O)c([N+](=O)[O-])c1 (centres undefined) | 7% | -6% | 0 | -3% | 10% | 12 | 9% | 1% | 4.0% | -2% | -1%
Cc1cc(C(=O)CSc2ncnc3ccccc23)c(C)n1C1CC1 | -3% | . | . | 4% | 0% | -6 | . | . | -0.9% | -1% | -2%
COc1ccc(Nc2nc(N)nc(CN3CCN(c4ccc(F)cc4)CC3)n2)cc1 | -32%[inhibitor] | -1% | 2 | -3% | -11% | 1 | 26% | 3% | 0.2% | 2% | -6%
O=C(O)c1cccc(CSc2n[nH]c(-c3ccc(Cl)cc3Cl)n2)c1 | 10% | -1% | 9 | 5% | -3% | 2 | 5% | -2% | 0.1% | -6% | -3%
Cn1cc([N+](=O)[O-])c(C(=O)n2cccn2)n1 | 1% | 10% | 3 | 4% | 9% | 12 | . | -1% | -0.2% | 6% | -1%
O=C(Nc1ccc(CN2CCOCC2)cc1)c1ccccc1F | 18% | -21% | -1 | -1% | ? | -20 | -14% | 0% | 0.1% | -3% | -2%
O=C(Nc1ccc(S(=O)(=O)NC2CCCCC2)cc1)c1ccco1 | -19% | -3% | 2 | 0% | 20% | 4 | 10% | -1% | 0.0% | -2% | -3%
COc1ccc(/C=N/NC(=O)c2ccc(NC(=O)c3cccc([N+](=O)[O-])c3)cc2)c(OC)c1 | -9% | -20% | 0 | -3% | -20% | 35[activator] | ? | 10% | 0.3% | -1% | 4%
CCC(O)C1CCN(C(=O)c2cc(COc3ccc(F)cc3F)on2)CC1 (centres undefined) | 10% | . | . | -1% | -8% | 17 | . | -4% | 0.2% | -2% | -4%
Cc1occc1-c1nnc(SCC(=O)c2c[nH]c3ccccc23)n1C | -17% | 25µM* | 0 | -3% | 2% | -10 | 15% | 4% | 0.1% | -3% | -7%
COc1ccc(C(C)NC(=O)CC23CC4CC(CC(C4)C2)C3)cc1 (centres undefined) | 22% | -2% | 1 | -2% | 3% | -1 | -4% | -6% | 0.4% | -1% | 0%

# The list goes on; the last 2 above are carried over.
SMILES | Integrin act MD | PKM2 act | FBPA coupling cs | ASM inhibitor | BCR signal inh | Giardia kill | Menin-MLL TR inh | GALK inhibitor | B2AR arrestin | Tb PFK inh | PTAP TSG101 blk
Cc1occc1-c1nnc(SCC(=O)c2c[nH]c3ccccc23)n1C | -17% | 25µM* | 0 | -3% | 2% | -10 | 15% | 4% | 0.1% | -3% | -7%
COc1ccc(C(C)NC(=O)CC23CC4CC(CC(C4)C2)C3)cc1 (centres undefined) | 22% | -2% | 1 | -2% | 3% | -1 | -4% | -6% | 0.4% | -1% | 0%
COc1cccc(NC(=O)CSc2nnc(Cc3cccs3)n2-c2ccc(C)cc2)c1 | -30%[7.66 µM] | -4% | 4 | -14% | ? | 6 | -8% | 0% | 0.8% | -1% | -9%
CN(C)CCn1c(N)nc2ccccc21 | -45%[inhibitor] | -5% | 1 | 0% | -15% | -30 | . | 0% | -0.3% | -4% | -1%
CCN1CCN(C(=O)C2CCCN(S(=O)(=O)c3cccc4nsnc34)C2)CC1 (centres undefined) | 14% | . | 0 | 8% | -1% | 20 | ? | 5% | -0.8% | -5% | -5%
COc1cccc(CNS(=O)(=O)c2c(C(=O)N3CCCCC3)c(C)n(C)c2C)c1 | -8% | -7% | 0 | 4% | 1% | -9 | 1% | 1% | 0.0% | 4% | 1%
CCOCCOC(=O)C1=C(C)NC(=O)NC1c1cc2c(cc1Br)OCO2 (centres undefined) | -6% | -1%[11.5 µM] | 0 | 6% | -4% | 17 | 3% | 0% | -0.4% | -4% | -2%
COc1cccc(COC(=O)Nc2ccccc2F)c1 | ? | -6% | 0 | -1% | ? | -22 | 9% | 1% | 0.1% | 1% | -4%
CC(=O)N/N=C(\C)c1cccc(C(F)(F)F)c1 | -2% | -1% | 0 | 2% | 0% | -16 | 49%[activator] | 1% | -0.7% | -13% | -1%
CCCN(Cc1nnc(-c2ccccc2Cl)o1)C(=O)c1cccc(S(=O)(=O)N2CCOCC2)c1 | -26% | -4% | -2 | -2% | -1% | -25 | 0% | -9% | -0.1% | 1% | -7%
CCC(=O)N(Cc1cc(=O)[nH]c2ccccc12)c1ccccc1C | -12% | 11% | 6 | 3% | ? | -7 | . | 8% | -0.2% | -4% | -5%
CCN(C(=O)COC(=O)/C=C/c1cccc([N+](=O)[O-])c1)c1ccccc1 | -33% | 0% | 2 | -3% | 2% | 0 | -17% | -4% | 0.1% | -6% | 2%
C=CC[n+]1c(C)csc1Nc1ccc(C(=O)O)cc1 | -19% | 9% | 8 | 4% | 5% | 11 | -7% | -3% | 0.0% | 0% | -5%
CCc1ccc(-c2cc3c(=O)n(CC(=O)N4CCCCCC4)nc(C)n3n2)cc1 | -4% | -1%[0.46 µM] | 2 | 4% | -8% | -6 | -26% | 4% | -0.1% | 0% | -2%
Cc1ccc2c(c1)[C@@H](O)C[C@@H](C)N2N=O | 0% | 0% | -2 | -4% | 1% | ? | 1% | 1% | -1.2% | 4% | -2%
O=C(O)CCC(=O)Nc1ccc(N2CCOCC2)cc1 | 7% | 0% | 1 | 13% | -13% | -5 | 2% | 2% | 1.0% | 3% | 0%
CCN(CC(=O)NC1CCS(=O)(=O)C1)C(=O)/C=C/c1cccs1 (centres undefined) | ? | 3% | 7 | 2% | 0% | -3 | -11% | 8% | -0.2% | 3% | -9%
COc1cc(/C=N/n2nnnc2N)cc(OC)c1OC | ? | 4% | 0 | -1% | ? | -24 | . | -1% | -0.2% | 1% | 1%
O=c1ccc(Oc2nc(N3CCCCC3)nc(N3CCCCC3)n2)n[nH]1 | 0% | 3% | 1 | -3% | -2% | 7 | -15% | 8% | -0.9% | 1% | -4%
C[C@@]1([C@@H](NC(=O)c2cccs2)c2ccc(-c3ccccc3)cc2)C[C@H]1C1CCCCC1 | -15% | -1% | 0 | 0% | 0% | 2 | 18% | . | -1.0% | 0% | 0%
COc1ccc(-c2nc3n(n2)C(=O)CC(c2ccco2)S3)cc1 (centres undefined) | -29% | 3% | -2 | -3% | -4% | -3 | ? | -3% | -0.9% | -11% | -4%
O=C1C2C3C=CC(C3)C2C(=O)N1c1n[nH]c(-c2cccnc2)n1 (centres undefined) | -11% | -2% | 1 | 0% | 1% | 2 | 27% | -3% | 0.1% | 16% | 0%
COc1ccccc1NC(=O)CSc1nnnn1-c1ccc(C)cc1 | 14% | 9% | 0 | -2% | ? | 7 | 19% | -4% | -0.7% | 1% | -7%
O=C(CSc1ncnc2scc(-c3ccccc3)c12)Nc1ccc(C(=O)O)cc1 | -32% | -1% | 19 | 3% | ? | 10 | . | . | 9.1% | -5% | -11%
CCOC(=O)[C@H]1[C@H]2COc3ccccc3[C@@H]2N2C(=O)CN(Cc3ccc(C)cc3)C(=O)[C@@]12C | 17% | . | . | -4% | 1% | -24 | . | . | 0.2% | 0% | -22%
CCCCC(NC(=O)Cc1c(C)c2cc3c(-c4ccccc4)coc3c(C)c2oc1=O)C(=O)O (centres undefined) | -30% | . | 10 | 6% | -11% | -8 | -28% | -2% | -0.1% | ? | -6%
Nc1nc(SCc2ccc(Cl)c(Cl)c2)n[nH]1 | -5% | 14% | -4 | 5% | ? | -4 | 0% | 3% | -2.8% | 13µM* | 0%
